Source: PubChem (Broad Institute)
XiGFP reactiv = activators of X-chromosome reactivation in mouse fibroblasts | hit rate 0.055% among 360,000 | XiGFP mouse fibroblasts, % GFP-positive cells imaging, 3 d; cells co-treated with 5-aza-dC sensitizer; scaled so ellipticine positive control = 100% | activation, % at 7.58 µM;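 active = mean normalized replicate activation at least 10% and every replicate at or above 10%; inconclusive = only one of the two criteria met; inactive = mean below 10% and not all replicates reach 10%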;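 also: 0% = median of on-plate neutral control wells and 100% = ellipticine 6 µM median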
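Material: XiGFP fibroblasts, SV40-immortalized; Buffer or medium: DMEM containing 5-aza-dC; Compound dosing: single point; Times: 3 days compound exposure.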
CFTR F508del cor = correctors of CFTR F508del function in bronchial epithelial cells; hit rate 0.36% among 350,000; AID 720511; activity (quench increase), % at 7.58 µM; CFBE cells, YFP halide quenching; stimulated with forskolin plus potentiator P3; % fluorescence drop versus neutral controls;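 active = mean added fluorescence quench of at least 8% versus neutral control, with both replicates also reaching 8%; inconclusive = only one of the mean or replicate conditions met; inactive = mean below 8% and not both replicates reaching 8%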;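 also: cells transiently co-express mutant CFTR-F508del with the halide-sensitive YFP; corrector assay measuring rescue of mutant channel to the surface after 24 h compound exposure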
GSIS activator = GLuc luminescence reporter in INS-1E cells, primary screen for activators of glucose-dependent secretion of insulin. INS-1E GLuc reporter insulin secretion, 2-3 h. activation, % at 16.6 µM. hit rate 0.61% among 370,000. AID 743287;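 active = lowest replicate activation of at least 40%, so every replicate reaches that level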;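 also: 0% = median of neutral control wells and 100% = median of IBMX positive control wells; some compounds called inactive have numbers as strong as hits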
ERAP1 inh = ERAP1 (human) enzyme inhibition | recombinant ERAP1, Leu-AMC fluorescence, 60 min | Q9NZ08 | inhibition, % at 10.7 µM | hit rate 0.15% among 340,000;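 active = mean replicate inhibition of at least 30%, or all replicates individually reaching that 30% level; inactive = mean below 30% and not every replicate reaching it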;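 also: 0% = neutral control wells and 100% = L-leucinethiol positive control wells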
Target sequence (Q9NZ08 whole entry, looked up): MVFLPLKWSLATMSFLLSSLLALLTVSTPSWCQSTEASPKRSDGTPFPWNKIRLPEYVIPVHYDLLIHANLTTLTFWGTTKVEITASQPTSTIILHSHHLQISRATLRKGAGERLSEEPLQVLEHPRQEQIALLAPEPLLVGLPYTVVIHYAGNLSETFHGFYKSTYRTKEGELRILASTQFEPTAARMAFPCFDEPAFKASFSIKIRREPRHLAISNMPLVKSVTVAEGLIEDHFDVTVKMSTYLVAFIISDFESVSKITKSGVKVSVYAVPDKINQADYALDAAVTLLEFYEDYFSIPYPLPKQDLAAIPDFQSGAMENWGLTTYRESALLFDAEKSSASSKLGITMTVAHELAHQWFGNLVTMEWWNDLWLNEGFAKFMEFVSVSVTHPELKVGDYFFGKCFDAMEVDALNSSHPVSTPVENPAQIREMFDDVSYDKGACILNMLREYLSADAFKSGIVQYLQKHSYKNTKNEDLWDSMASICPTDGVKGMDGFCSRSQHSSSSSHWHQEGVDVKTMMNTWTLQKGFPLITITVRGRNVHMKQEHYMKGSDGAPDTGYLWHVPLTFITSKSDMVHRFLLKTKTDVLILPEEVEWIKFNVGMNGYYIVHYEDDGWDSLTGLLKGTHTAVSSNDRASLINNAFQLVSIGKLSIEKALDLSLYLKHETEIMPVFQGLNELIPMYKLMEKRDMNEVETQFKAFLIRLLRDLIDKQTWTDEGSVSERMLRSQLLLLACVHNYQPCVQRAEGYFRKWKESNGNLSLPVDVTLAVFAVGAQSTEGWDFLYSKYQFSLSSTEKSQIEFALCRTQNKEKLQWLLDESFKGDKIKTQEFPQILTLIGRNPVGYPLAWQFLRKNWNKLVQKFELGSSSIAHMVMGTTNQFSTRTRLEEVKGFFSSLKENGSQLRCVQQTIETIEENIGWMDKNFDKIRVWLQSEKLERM
RAD54 inh = RAD54 (human) branch migration inhibition | hit rate 0.14% among 360,000 | RAD54 Holliday junction branch migration, FAM/BHQ fluorescence | AID 602329 | inhibition, % at 10.4 µM;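 active = mean normalized replicate activity at least 40 and at least half of replicates scoring 40 or more; inconclusive = only one of the two criteria met; inactive = mean below 40 and under half of replicates reaching 40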;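 also: 0% = median of neutral control wells and 100% = median of positive control wells; inhibitors cause a drop in the FAM fluorescence signal; in these data hits start at about 50%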
RAD52 anneal inh = inhibitors of human RAD52 DNA annealing. inhibition, % at 18.7 µM. P43351. recombinant RAD52 DNA annealing, FRET fluorescence. hit rate 0.46% among 360,000. AID 651710;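 active = every replicate showing at least 50% inhibition; inconclusive = mean inhibition at least 50% but not in every replicate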
esBAF inh = SWI/SNF esBAF complex inhibition; hit rate 2% among 350,000; mouse ES cells, Bmi1-luciferase knock-in reporter, 24 h; 100% = twice the neutral-well signal; reporter increase, % at 12.5 µM; in the data active = activation above about 40%; inconclusive = no clear call, values can overlap the other calls;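 also: 0% = median of the plate's neutral control wells and 100% = double that signal; a rise in the Bmi1 reporter signal indicates esBAF inhibition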
ARNT-TACC3 inh = disrupts binding between human ARNT and TACC3 | AID 623870 | AlphaScreen His-ARNT PAS-B/GST-TACC3 binding, luminescence; TACC3 fragment carries E629A point mutation | Q9Y6A5 | inhibition, % at 9.99 µM | hit rate 0.66% among 390,000;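 active = mean inhibition of replicates at least 50% and at least half of replicates each reaching 50%; inconclusive = half or more replicates reach 50% but mean below 50%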;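 also: 0% = complete ARNT plus TACC3 wells and 100% = ARNT alone without TACC3; many hits fall short of the cut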
The depositor's hits bear a star; ? = inconclusive; · = not tested or not shown. Not a hit list (roughly 3.3% active in at least one column).

SMILES | XiGFP reactiv | CFTR F508del cor | GSIS activator | ERAP1 inh | RAD54 inh | RAD52 anneal inh | esBAF inh | ARNT-TACC3 inh
CCOC(=O)Cc1csc(NC(=O)c2ccc([N+](=O)[O-])cc2[N+](=O)[O-])n1 | 0.0 | 1.4 | · | 1 | 3 | -3 | -2 | -3
O=C(Cn1ncc2c([nH]c3ccccc32)c1=O)N1CCCCC1 | 0.0 | 1.9 | 4 | -2 | · | -10 | · | -4
COc1cccc(CNc2ccc(C)c(Cl)c2)c1 | 0.1 | 3.6 | -14 | -4 | · | -14 | · | ·
O=C(NCc1ccccn1)c1cccc(NS(=O)(=O)c2ccccc2)c1 | 0.3 | 3.4 | 31 | 1 | 1 | -12 | -1 | 22
COc1ccc(-c2nc3ccc(C(=O)NCCCN4CCOCC4)cc3nc2-c2ccc(OC)cc2)cc1 | 0.0 | 0.6 | 3 | 0 | 9 | -24 | -9 | -5
CCN(c1ccc(C)cc1)S(=O)(=O)c1nnc(NC(=O)c2ccco2)s1 | 0.2 | -1.0 | 3 | 0 | -15 | -41 | 1 | -4
CCSc1nnc(NC(=O)C2CSC3(C)CCC(=O)N23)s1 (stereo not given) | -0.1 | -0.2 | 11 | 3 | -3 | -8 | -7 | 18
O=C(N[C@@H]1CC[C@H](CCn2cc(C3CCCC3)nn2)O[C@@H]1CO)c1cccnc1 | 0.0 | -2.2 | 30 | 0 | · | 6 | · | ·
COC(=O)C(C)N(C(=O)c1ccc(Cl)cc1)c1c(C)cccc1C (stereo not given) | · | · | -14 | 2 | 3 | -8 | 4 | 2
CC(=O)c1ccc(N2CCN(c3ncccn3)CC2)cc1 | 0.4 | -0.9 | 19 | 6 | 7 | 4 | 38 | ·
O=C(c1cnccn1)N1CCCC(N2CCN(c3cccc(Cl)c3)CC2)C1 (stereo not given) | 0.2 | 0.2 | -3 | 2 | 6 | 0 | -2 | -5
CC(C)(C)CC(=O)Nc1nnc(SCC(=O)Nc2ccccc2F)s1 | 0.0 | 5.6 | -17 | -1 | · | -2 | · | 3
C/C(CC(=O)NC(C)(C)C)=N\NC(N)=S | 0.0 | 2.9 | -6 | 3 | · | 5 | · | 25
C=CCSc1nnc(NC(=O)CSc2nc(CCC)cc(=O)[nH]2)s1 | · | · | -12 | · | 1 | · | -20 | 3
Cc1nn(-c2ccccc2Cl)c2sc(C(=O)Nc3nnc(C4CC4)s3)cc12 | 0.1 | -0.7 | 8 | -1 | · | 2 | · | ·
CCNC(=O)COC(=O)c1csc2c1CCCC2 | 0.0 | · | 8 | · | -7 | · | 2 | -2
O=C(OCC(=O)c1ccc[nH]1)c1cncc(Br)c1 | 0.3 | -0.3 | -7 | -1 | -3 | -21 | -3 | -3
Nc1nc(SCC(=O)c2ccc(F)cc2)n[nH]1 | 0.0 | -0.9 | 4 | 4 | 2 | -12 | 3 | -2
CC1=C(C(=O)OC2CCCCC2)C(c2ccccc2)NC(=O)N1 (stereo not given) | 0.1 | -3.9 | -20 | 0 | 7 | -16 | -6 | -3
CCOc1ccc(NC(=O)c2ccc(OC)cc2)cc1 | · | · | 18 | · | -3 | · | ? | 4
Cc1cc(C)c(S(=O)(=O)n2c([N+](=O)[O-])cnc2C)cc1C | 0.1 | · | -5 | 0 | · | -14 | · | -5
C[C@H](CO)N1C[C@H](C)[C@@H](CN(C)CC2CC2)OCCCC[C@H](C)Oc2ccc(NC(=O)Nc3ccc4c(c3)OCO4)cc2C1=O | -0.1 | -2.9 | -6 | -1 | 8 | 48 | -2 | 1
O=C(Nc1ccccc1)c1cn2ccccc2n1 | -0.7 | -1.0 | 10 | 2 | 1 | -6 | · | 41
O=C(NCCN1CCOCC1)c1ccc2c(c1)N(Cc1ccc(Cl)cc1)C(=O)CS2 | 0.4 | 0.1 | 12 | -2 | -2 | -2 | 3 | 11
O=C(COC(=O)c1ccc(O)cc1O)NC(=O)NCc1ccccc1 | -0.4 | -1.7 | -17 | -2 | 2 | -4 | -4 | 10
CCOC(=O)COc1c(OC)cc(Cl)cc1C1Nc2ccccc2C(=O)N1c1ccccc1 (stereo not given) | · | 2.9 | -4 | -1 | 3 | -20 | 5 | -7
O=C(CCCN1C(=O)/C(=C\c2cccs2)SC1=S)Nc1ccccn1 | 0.3 | -0.7 | -4 | 1 | -16 | -25 | -6 | 34
COCCn1c(=O)c2c(nc3n2CCCN3CCc2ccccc2)n(C)c1=O | 0.0 | 2.6 | -8 | 0 | -7 | -12 | -9 | 9
O=[N+]([O-])c1cccc(COc2ccc(CO)cc2)c1 | 0.0 | 5.6 | 7 | -2 | · | -5 | · | ·
c1ccc(-c2onc3cc4c(cc23)OCCO4)cc1 | · | · | -6 | · | 1 | · | 68* | 5
COc1cc2c(C(=O)N(C)c3cc(Cl)ccc3OC)cn(C)c(=O)c2cc1OC | 0.3 | -0.2 | 0 | 3 | 11 | -6 | -5 | 1
C[C@@H]1CN([C@H](C)CO)C(=O)Cc2cc(NS(=O)(=O)c3ccccc3)ccc2O[C@@H]1CN(C)S(C)(=O)=O | 0.2 | -2.9 | 6 | 0 | 3 | -1 | 3 | -8
COC(=O)c1cc2c(c3c4ccccc4n(S(=O)(=O)c4ccc(OC)cc4)c13)C(=O)N(Cc1ccco1)C2 | 0.3 | -2.2 | · | -4 | · | -27 | · | ·
COc1ccc(S(=O)(=O)N(C)C[C@@H]2Oc3cc(C#CC4CC4)ccc3S(=O)(=O)N([C@@H](C)CO)C[C@@H]2C)cc1 | 0.2 | 1.3 | -8 | 4 | -6 | 3 | -1 | -5
COc1ccc(C#Cc2cnc3c(c2)C(=O)N([C@@H](C)CO)C[C@H](C)[C@@H](CN(C)CC2CCOCC2)O3)cc1 | 0.3 | -2.3 | 18 | 0 | 6 | -26 | -4 | 0
O=C(CSc1nc(=O)n(CCN2CCOCC2)c2c1CCCC2)Nc1ccc([N+](=O)[O-])cc1 | 0.0 | 2.0 | -28 | 3 | 3 | -14 | -2 | -2
Cc1ccc(S(=O)(=O)N2CCCNCC2)cc1 | 0.1 | -2.2 | 1 | 0 | 7 | -17 | -5 | -2
CNc1nc(Nc2ccc(C)c(Cl)c2)c2cnn(C)c2n1 | 0.3 | 0.7 | 2 | 2 | -6 | -6 | 6 | -5
NS(=O)(=O)c1ccc(CNC(=O)C2CCCCC2)cc1 | · | · | -4 | · | -3 | · | 2 | -3
COc1cccc(/C=N/Nc2nc(N3CCCC3)nc(N3CCCC3)n2)c1O | · | -2.2 | 10 | -4 | -1 | 1 | -1 | 13
CCCC1=C(C(=O)OCC)C(c2cccnc2)n2nc(C)nc2N1 (stereo not given) | 0.0 | 0.7 | 36 | 6 | · | -14 | 1 | -11
C[C@@H]1CCCCO[C@@H](CN(C)S(=O)(=O)c2ccc(Cl)cc2)[C@H](C)CN([C@@H](C)CO)C(=O)c2cc(NC(=O)Nc3ccc(F)cc3)ccc2O1 | 0.0 | -2.1 | 16 | -3 | 15 | -7 | 0 | -4
C[C@H]1CN([C@@H](C)CO)C(=O)c2cc(NC(=O)c3ccncc3)ccc2O[C@@H]1CN(C)C(=O)NC1CCCCC1 | -0.6 | 1.2 | 12 | -1 | 7 | -1 | 0 | 0
Cc1c(C(=O)N2CCCCCC2)c(S(=O)(=O)Nc2cccc(F)c2)c(C)n1C | 0.3 | 0.2 | -11 | 1 | 7 | -1 | 4 | -17
COc1cccc(S(=O)(=O)Nc2ccc3c(c2)OC[C@@H](C)N(Cc2cc(F)ccc2F)C[C@@H](C)[C@H](OC)CN(C)C3=O)c1 | 0.0 | 0.0 | -36 | 0 | -2 | 21 | 8 | -1
CCOc1c(Br)cc(/C=C(\C#N)C(=O)NC2CC2)cc1OC | 0.0 | -1.2 | -2 | 1 | -3 | 0 | -5 | -7
C/C(=N\NC(N)=S)c1ccc2c(c1)OCCO2 | 0.2 | 2.0 | 14 | -2 | · | 1 | · | 6
COCC#Cc1cnc2c(c1)C(=O)N([C@H](C)CO)C[C@H](C)[C@H](CN(C)C(=O)c1ccc3c(c1)OCO3)O2 | -0.1 | -3.2 | 22 | 1 | 6 | 7 | -1 | 2
CC(=O)Oc1ccc(C(=O)Nc2cccc3c2CCCC3)cc1 | 0.1 | -0.5 | 14 | -3 | 6 | 2 | 9 | 33
COc1cc(C)ccc1OCc1cc(C(=O)NCCN2CCOCC2)no1 | 0.0 | 2.1 | 3 | 2 | 7 | -13 | 63* | 0
O=C(Nc1ccc(NC(=O)c2sc3ccccc3c2Cl)cc1)c1ccco1 | 0.2 | · | · | -3 | 1 | -20 | · | -1
CCC(=O)N1[C@H](CO)[C@H](c2ccccc2)[C@H]1CN(C(C)C)S(C)(=O)=O | 0.0 | -1.1 | 9 | 2 | 0 | -9 | -2 | 0
O=C(OCC(=O)N1CCOCC1)c1ccc(Br)cc1 | 0.2 | -1.8 | 4 | -5 | 6 | -12 | 14 | 14
CC(=O)Nc1ccc(S(=O)(=O)N2CCN(S(=O)(=O)c3cccs3)CC2)cc1 | 0.0 | -2.4 | 1 | -1 | 2 | -2 | -5 | -5
CCN(Cc1ccncc1)C(=S)NCc1ccccc1 | 0.1 | 1.5 | 9 | -5 | · | -36 | · | 3
CCCNC(=O)c1ccc(Cl)cc1Cl | 0.0 | -1.0 | 29 | 2 | -1 | -8 | -2 | -2
C[C@H]1CN([C@@H](C)CO)C(=O)Cc2cc(NC(=O)Nc3ccc(F)cc3)ccc2O[C@H]1CN(C)S(=O)(=O)c1cccs1 | 0.0 | 2.5 | -19 | 1 | 14 | -29 | 4 | 22
C[C@@H]1C[C@H]2[C@@H]3CCC4=CC(=O)C=C[C@]4(C)[C@@]3(F)[C@@H](O)C[C@]2(C)[C@H]1C(=O)CO | ? | 5.1 | -12 | 0 | 7 | -7 | -1 | 25
CCC/C(=N/NC(=O)c1ccc2c(c1)OCO2)c1cccs1 | 0.0 | · | 1 | -2 | 2 | -17 | · | -2
CC1=C(C)[N+](=O)C2CCCCC2N1[O-] (stereo not given) | · | · | 6 | · | 5 | · | -4 | 3

(listing goes on)
SMILES | XiGFP reactiv | CFTR F508del cor | GSIS activator | ERAP1 inh | RAD54 inh | RAD52 anneal inh | esBAF inh | ARNT-TACC3 inh
C[C@@H]1CCC(=O)N(CC[C@H](Sc2ccccc2)c2ccccc2)CC1 | 0.0 | 1.0 | 0 | 2 | -17 | 28 | -3 | -11
Cc1ccc(/C=N/n2c(C3CCCCC3)n[nH]c2=S)o1 | -0.1 | -0.6 | · | 3 | 5 | 3 | -6 | -3
CCN(c1ccc2c(c1)OCO2)S(=O)(=O)c1cc2c(cc1Br)CCN2C(=O)C1CC1 | -0.1 | 0.9 | -3 | -3 | · | -18 | · | 3
CCOc1ccccc1N1CCN(CC(O)COC2CCCc3ccccc32)CC1 (stereo not given) | 0.0 | 0.7 | -5 | 0 | 16 | 9 | -7 | 7
CCNc1cc2n(c(=O)n1)CCc1cc(OC)c(OC)cc1-2 | · | · | 23 | 1 | 40 | -8 | -15 | 26
FC(F)(F)c1nc(NCc2cccnc2)c2ccccc2n1 | 0.0 | -0.4 | 28 | -4 | 4 | -1 | -5 | -9
